Assay outcomes deposited in PubChem by several laboratories.
Shn3 inh set2 = reduces Shn3 3'UTR luciferase signal in osteoblasts; Clone20 osteoblast Shn3 3'UTR firefly luciferase, 24 h; inhibition, % at 12.5 µM; 0.52% of 360,000 active; AID 588674;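 active = mean inhibition of at least 75% with every replicate also reaching 75%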;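 also: 0% = median of neutral control wells and 100% = pilot-screen positive control compound; some compounds past the cut are filed as inactive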
C8 TRAIL sens = caspase-8 TRAIL sensitization. NB7+C8 cells + TRAIL, ATPlite viability luminescence. inhibition (viability loss, TRAIL sensitization), % at 10 µM. 1% of 360,000 active. AID 624354;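 active = compounds causing at least 50% loss of cell viability in the single-dose screen, relative to plate controls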
LMP1 NFkB inh = reduces LMP1-driven NF-kappaB luciferase signal. LMP1-induced NF-kappaB luciferase reporter cells, luminescence. inhibition, % at 12.5 µM. 0.69% of 350,000 active. AID 504558; in the data active = inhibition above about 41%;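 also: 0% = neutral control wells and 100% = reference inhibitor control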
NCOA1 inh = inhibits human SRC1 coactivator; 0.12% of 360,000 active; HEK293 GAL4-SRC1 luciferase reporter, luminescence; inhibition, % at 3.6 µM; Q15788; AID 588354;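 active = inhibition above the campaign mean plus 3 SD, with each screening campaign given its own cutoff, cut at about 60% in these data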;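 also: 0% = DMSO treated cells and 100% = gossypol at 36 µM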
Target sequence (Q15788 whole entry, looked up, the tested form may be a part): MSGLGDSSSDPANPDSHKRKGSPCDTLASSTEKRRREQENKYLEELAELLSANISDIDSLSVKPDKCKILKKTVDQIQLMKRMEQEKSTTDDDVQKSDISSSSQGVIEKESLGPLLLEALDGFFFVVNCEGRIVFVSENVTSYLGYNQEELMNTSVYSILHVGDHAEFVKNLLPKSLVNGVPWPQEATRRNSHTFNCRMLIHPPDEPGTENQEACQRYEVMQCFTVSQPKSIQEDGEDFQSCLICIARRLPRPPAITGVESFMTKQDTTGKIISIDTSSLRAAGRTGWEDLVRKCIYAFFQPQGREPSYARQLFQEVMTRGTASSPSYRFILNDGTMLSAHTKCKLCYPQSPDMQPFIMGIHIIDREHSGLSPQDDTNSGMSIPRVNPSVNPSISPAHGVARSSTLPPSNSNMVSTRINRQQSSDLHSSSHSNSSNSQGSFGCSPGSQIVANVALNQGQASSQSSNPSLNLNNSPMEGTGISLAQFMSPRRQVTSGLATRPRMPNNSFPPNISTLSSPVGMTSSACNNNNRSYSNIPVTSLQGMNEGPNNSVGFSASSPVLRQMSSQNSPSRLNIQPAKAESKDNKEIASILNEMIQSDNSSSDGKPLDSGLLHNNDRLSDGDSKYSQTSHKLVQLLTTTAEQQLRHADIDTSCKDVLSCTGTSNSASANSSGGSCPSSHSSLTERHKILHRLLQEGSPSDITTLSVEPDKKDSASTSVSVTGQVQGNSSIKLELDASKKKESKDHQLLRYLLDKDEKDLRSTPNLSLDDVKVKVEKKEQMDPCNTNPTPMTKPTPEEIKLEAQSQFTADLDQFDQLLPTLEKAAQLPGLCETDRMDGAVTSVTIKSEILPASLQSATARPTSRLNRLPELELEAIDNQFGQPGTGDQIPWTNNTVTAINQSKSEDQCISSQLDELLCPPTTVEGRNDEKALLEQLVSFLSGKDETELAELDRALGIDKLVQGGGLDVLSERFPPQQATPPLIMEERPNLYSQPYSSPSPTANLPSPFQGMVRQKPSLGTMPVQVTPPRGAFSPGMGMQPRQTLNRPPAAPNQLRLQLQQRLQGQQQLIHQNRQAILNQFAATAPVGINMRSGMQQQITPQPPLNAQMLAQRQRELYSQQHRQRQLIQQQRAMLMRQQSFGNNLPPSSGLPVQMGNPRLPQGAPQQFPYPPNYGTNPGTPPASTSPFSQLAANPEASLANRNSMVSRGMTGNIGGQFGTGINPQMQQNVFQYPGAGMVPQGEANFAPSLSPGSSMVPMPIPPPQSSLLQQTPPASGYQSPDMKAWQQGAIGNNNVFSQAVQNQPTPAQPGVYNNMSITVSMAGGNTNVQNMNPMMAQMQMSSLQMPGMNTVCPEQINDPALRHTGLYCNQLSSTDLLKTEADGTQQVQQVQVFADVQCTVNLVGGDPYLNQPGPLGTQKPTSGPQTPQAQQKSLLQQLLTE
SRC3 inh = human NCOA3 inhibition | Q9Y6Q9 | HEK293 GAL4-SRC3 luciferase reporter, luminescence | inhibition, % at 3.6 µM | 0.17% of 360,000 active | AID 588352;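 active = inhibition above a per-campaign cutoff, the mean of all compounds plus 3 SD, cut at about 60% in these data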;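 also: 0% = DMSO-treated cells and 100% = gossypol-treated cells at 36 µM; higher means less SRC3-driven luciferase light from the GAL4 reporter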
LRH-1 inv ag = suppresses constitutive activity of human LRH-1; O00482; HEK293T StAR-luciferase reporter, LRH-1 transfected, 24 h; inhibition, % at 3.6 µM; 0.13% of 360,000 active;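 active = inhibition above the mean inhibition of all tested compounds plus 3 SD, cut at about 73% in these data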;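 also: 0% = DMSO wells and 100% = reporter-only cells lacking LRH-1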
TROY NFkB inh = TROY signaling inhibition; Q293 LMP1-TROYcd NF-kB luciferase reporter, 4 h; inhibition, % at 10 µM; 0.98% of 360,000 active; AID 1347056;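 active = compounds whose plate-normalised and pattern-corrected inhibition of the luciferase reporter signal at the single screening dose is 50% or more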
CF NFkB inh = cystic fibrosis NF-kB activation inhibition; inhibition, % at 5 µM; 0.86% of 360,000 active; KKLEB NF-kB-GFP reporter, PAF-induced, GFP fluorescence overnight; AID 588850;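 active = at least 50% inhibition at 5 µM, scaled per plate between neutral and stimulator controls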;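 also: PAF is a Pseudomonas aeruginosa culture filtrate used as stimulus; plate controls were PAF-stimulated DMSO wells for no effect and unstimulated DMSO wells for full effect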
TWEAK Fn14 block = inhibitors of TWEAK-Fn14 interaction signaling. TWEAK-stimulated Fn14 reporter cells, luciferase luminescence, 8 h. inhibition, % at 10 µM. 2% of 360,000 active. AID 1159606; in the data active = inhibition above about 50%
COUP-TFII inh = inhibitors of human COUP-TFII (NR2F2) | P24468 | HEK293T NGFI-A luciferase reporter, luminescence | inhibition, % at 8.6 µM | 0.7% of 370,000 active;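 active = inhibition above a per-plate cutoff, mean inhibition of test wells between control levels plus 3 SD, cut at about 38% in these data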;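 also: cells cotransfected with COUP-TFII expression vector driving the NGFI-A reporter; 0% = median of COUP-TF2 test wells and 100% = reporter-only cells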
KKLEB tox = reduces viability of KKLEB cystic fibrosis airway cells; KKLEB CF airway cells viability, ATPlite luminescence, overnight; stronger effect = lower value; cells stimulated with P. aeruginosa culture filtrate; activity change (cytotoxicity), % at 5 µM; 0.36% of 360,000 active;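 active = corrected activity change at or below -50% at 5 µM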
Starred values were filed as active, the others as inactive. This is a subset, so the mix of outcomes need not match the whole.

CC(=O)OCCNc1cc(Sc2nc3ccccc3[nH]2)c2nonc2c1[N+](=O)[O-] was read as Shn3 inh set2 98*, C8 TRAIL sens 6, LMP1 NFkB inh 14, NCOA1 inh 18, SRC3 inh 24, LRH-1 inv ag -11, TROY NFkB inh 34, CF NFkB inh 63*, TWEAK Fn14 block 46, COUP-TFII inh 4 and KKLEB tox -16.
For O=C(NCC(F)(F)F)c1cc2c(c(-c3cccc(-c4ccccc4F)c3)n1)[C@H](CCO)N(C(=O)CC1CC1)C2 the results were C8 TRAIL sens 26, LRH-1 inv ag 2, TROY NFkB inh 5, TWEAK Fn14 block 25 and COUP-TFII inh 15.
Screening CCCc1cc(=O)[nH]c(SCC(=O)c2cc(C)n(-c3c(C)n(C)n(-c4ccccc4)c3=O)c2C)n1 returned Shn3 inh set2 -2, C8 TRAIL sens -10, LMP1 NFkB inh -12, NCOA1 inh 5, SRC3 inh 15, LRH-1 inv ag 16, TROY NFkB inh -26, CF NFkB inh -8, TWEAK Fn14 block -7, COUP-TFII inh 14 and KKLEB tox -24.
For Cc1ccc(C(=O)NC(=S)NCc2ccccc2)cc1 the results were Shn3 inh set2 -7, C8 TRAIL sens -18, LMP1 NFkB inh -23, NCOA1 inh -1, SRC3 inh 8, LRH-1 inv ag -3, TROY NFkB inh -43, CF NFkB inh -13, TWEAK Fn14 block -20, COUP-TFII inh 5 and KKLEB tox 14.
`CS(=O)(=O)N1CCN(c2ccc(NC(=O)c3cc4ccccc4o3)cc2)CC1` gave Shn3 inh set2 -21, C8 TRAIL sens 6, LMP1 NFkB inh -20, NCOA1 inh -24, SRC3 inh -51, LRH-1 inv ag -74, TROY NFkB inh -15, CF NFkB inh 5, TWEAK Fn14 block -38, COUP-TFII inh 2 and KKLEB tox 7.
Screening Cc1cc(C)n(C(=O)CNC(=O)c2ccccc2Br)n1 returned Shn3 inh set2 9, C8 TRAIL sens -7, LMP1 NFkB inh -3, NCOA1 inh -12, SRC3 inh -27, LRH-1 inv ag 2, TROY NFkB inh -32, CF NFkB inh -6, TWEAK Fn14 block -7, COUP-TFII inh 12 and KKLEB tox 3.
Screening CCC(C(=O)NCCCN1CCCCCC1)n1nc(C)c2sc3ccccc3c2c1=O (stereo unspecified) returned Shn3 inh set2 -9, C8 TRAIL sens -27, LMP1 NFkB inh 4, NCOA1 inh 2, SRC3 inh -2, LRH-1 inv ag -3, TROY NFkB inh -10, CF NFkB inh 4, TWEAK Fn14 block 2, COUP-TFII inh -12 and KKLEB tox -6.
For NC(=O)c1nsc(C(=O)N(c2cccc(F)c2)C(C(=O)NCc2ccccc2)c2ccc(O)cc2)c1N (stereo unspecified) the results were Shn3 inh set2 0, C8 TRAIL sens -5, LMP1 NFkB inh 1, NCOA1 inh 2, SRC3 inh 12, LRH-1 inv ag -23, TROY NFkB inh -13, CF NFkB inh -19, TWEAK Fn14 block 1, COUP-TFII inh -19 and KKLEB tox -7.
For COCCCNC(=S)NNC(=S)Nc1ccc(OC)cc1 the results were Shn3 inh set2 -1, C8 TRAIL sens -29, LMP1 NFkB inh 4, NCOA1 inh -14, SRC3 inh -13, LRH-1 inv ag 9, TROY NFkB inh -31, CF NFkB inh 3, TWEAK Fn14 block 1, COUP-TFII inh 7 and KKLEB tox 11.
For CC1(C)Nc2cccc3cccc(c23)N1 the results were Shn3 inh set2 -11, C8 TRAIL sens -4, LMP1 NFkB inh 3, NCOA1 inh -7, SRC3 inh 10, LRH-1 inv ag 12, TROY NFkB inh 12, CF NFkB inh 0, TWEAK Fn14 block 14, COUP-TFII inh 1 and KKLEB tox -12.
Screening Cc1cccnc1NC(=O)CCc1nnc2ccc(N3CCC4(CC3)OCCO4)nn12 returned Shn3 inh set2 12, C8 TRAIL sens 4, LMP1 NFkB inh 0, NCOA1 inh -9, SRC3 inh 12, LRH-1 inv ag -8, TROY NFkB inh -7, CF NFkB inh -11, TWEAK Fn14 block -5, COUP-TFII inh 18 and KKLEB tox 9.
O=C(Oc1ccc(/C=N/NC(=O)c2ccco2)cc1)c1ccccc1 was read as Shn3 inh set2 -38, C8 TRAIL sens 16, LMP1 NFkB inh -10, NCOA1 inh -55, SRC3 inh -33, LRH-1 inv ag -21, TROY NFkB inh -65, CF NFkB inh 11, TWEAK Fn14 block -12, COUP-TFII inh -19 and KKLEB tox -2.
O=C(NCCCN1CCOCC1)c1cccc(S(=O)(=O)N2CCOCC2)c1 was read as Shn3 inh set2 -16, C8 TRAIL sens -10, LMP1 NFkB inh 3, NCOA1 inh 8, SRC3 inh -1, LRH-1 inv ag 9, TROY NFkB inh 11, CF NFkB inh -9, TWEAK Fn14 block 14, COUP-TFII inh -2 and KKLEB tox 9.
Screening C/C(=N\OCC(=O)Nc1ccc2c(c1)OCCO2)c1ccc2c(c1)OCCO2 returned Shn3 inh set2 4, C8 TRAIL sens -6, LMP1 NFkB inh -1, NCOA1 inh -22, SRC3 inh -9, LRH-1 inv ag 28, TROY NFkB inh -14, CF NFkB inh -7, TWEAK Fn14 block -31, COUP-TFII inh 1 and KKLEB tox -3.
For Oc1ccc(Cl)cc1CNCC1CCCO1 (stereo unspecified) the results were Shn3 inh set2 -4, C8 TRAIL sens -4, LMP1 NFkB inh -9, NCOA1 inh -25, SRC3 inh 9, LRH-1 inv ag 11, TROY NFkB inh 0, CF NFkB inh 6, TWEAK Fn14 block -6, COUP-TFII inh 13 and KKLEB tox 6.
For Cc1occc1C(=O)NCc1ccccn1 the results were Shn3 inh set2 -7, C8 TRAIL sens 2, LMP1 NFkB inh 0, NCOA1 inh 12, SRC3 inh -25, LRH-1 inv ag -5, TROY NFkB inh 24, CF NFkB inh -4, TWEAK Fn14 block -6, COUP-TFII inh 10 and KKLEB tox 2.
CC(C)(C)C(=O)NCCn1ccc2ccccc21 was read as Shn3 inh set2 -5, C8 TRAIL sens 22, LMP1 NFkB inh -3, NCOA1 inh -3, SRC3 inh -8, LRH-1 inv ag -15, TROY NFkB inh -15, CF NFkB inh 16, TWEAK Fn14 block -7, COUP-TFII inh 22 and KKLEB tox -32.
For O=C(OCC(CO)OC(CO)n1ccc(=O)[nH]c1=O)c1ccccc1 (stereo unspecified) the results were Shn3 inh set2 -11, C8 TRAIL sens -17, LMP1 NFkB inh 6, NCOA1 inh 10, SRC3 inh 18, LRH-1 inv ag 14, TROY NFkB inh 1, CF NFkB inh -16, TWEAK Fn14 block 15, COUP-TFII inh 13 and KKLEB tox -2.
Cc1ccc(S(=O)(=O)N2CCC(C(=O)OC(C)C(=O)NCc3ccc4c(c3)OCO4)CC2)cc1 (stereo unspecified) was read as Shn3 inh set2 -1, C8 TRAIL sens 5, LMP1 NFkB inh 1, NCOA1 inh 11, SRC3 inh -25, LRH-1 inv ag -5, TROY NFkB inh -11, CF NFkB inh -35, TWEAK Fn14 block 2, COUP-TFII inh -1 and KKLEB tox 4.
For CCSCc1nnc(SCC(=O)Nc2nccs2)n1CC the results were Shn3 inh set2 -3, C8 TRAIL sens -4, LMP1 NFkB inh -1, NCOA1 inh 5, SRC3 inh -6, LRH-1 inv ag 4, TROY NFkB inh 9, CF NFkB inh 19, TWEAK Fn14 block 7, COUP-TFII inh 9 and KKLEB tox 0.
For O=C(Cn1c2ccc(F)cc2c2nc3n(c(=O)c21)CCS3)Nc1ccc(Cl)cc1F the results were Shn3 inh set2 9, C8 TRAIL sens -1, LMP1 NFkB inh -3, NCOA1 inh -3, SRC3 inh 1, LRH-1 inv ag -3, TROY NFkB inh -4, CF NFkB inh -20, TWEAK Fn14 block -42, COUP-TFII inh -10 and KKLEB tox -1.
Screening O=C(NC1CCCCCC1)C1CC(=O)N(Cc2ccccc2)C1 (stereo unspecified) returned Shn3 inh set2 -25, C8 TRAIL sens -20, LMP1 NFkB inh -12, NCOA1 inh -24, SRC3 inh 14, LRH-1 inv ag -14, TROY NFkB inh 1, CF NFkB inh -25, TWEAK Fn14 block -1, COUP-TFII inh 3 and KKLEB tox 6.
Screening CCCCn1cnc2c(c(CC#N)nn2-c2ccccc2)c1=N returned Shn3 inh set2 -4, C8 TRAIL sens -12, LMP1 NFkB inh 8, NCOA1 inh -7, SRC3 inh -3, LRH-1 inv ag 5, TROY NFkB inh 8, CF NFkB inh 6, TWEAK Fn14 block 33, COUP-TFII inh 11 and KKLEB tox -17.
`COc1ccc(OC)c(-c2csc(NC(=O)CSCC(=O)Nc3cc(C)on3)n2)c1` gave Shn3 inh set2 -38, C8 TRAIL sens -11, LMP1 NFkB inh -4, NCOA1 inh -8, SRC3 inh 3, LRH-1 inv ag -5, TROY NFkB inh 5, CF NFkB inh -20, TWEAK Fn14 block 14, COUP-TFII inh -7 and KKLEB tox 5.
For O=C(/C=C/c1ccco1)Nc1ccccn1 the results were Shn3 inh set2 -64, C8 TRAIL sens 20, LMP1 NFkB inh 3, NCOA1 inh -112, SRC3 inh -82, LRH-1 inv ag -133, TROY NFkB inh -44, CF NFkB inh 29, TWEAK Fn14 block 50, COUP-TFII inh -43 and KKLEB tox -16.
For Cc1ccccc1/C=C1\C(=O)Nc2ccc(F)cc21 the results were Shn3 inh set2 -3, C8 TRAIL sens 26, LMP1 NFkB inh 7, NCOA1 inh -9, SRC3 inh -9, LRH-1 inv ag 10, TROY NFkB inh 11, CF NFkB inh 6, TWEAK Fn14 block 18, COUP-TFII inh -4 and KKLEB tox 5.
c1ccc(-c2nnc(-c3ccccn3)c(-c3ccccn3)n2)nc1 was read as Shn3 inh set2 -7, C8 TRAIL sens -2, NCOA1 inh 5, SRC3 inh -2, LRH-1 inv ag -2, TROY NFkB inh 3, CF NFkB inh -22, TWEAK Fn14 block 0, COUP-TFII inh -2 and KKLEB tox 12.
For COc1ccccc1C(=O)Nc1nnc(SCC(=O)NC2CCCC2)s1 the results were Shn3 inh set2 -40, C8 TRAIL sens 45, LMP1 NFkB inh 16, NCOA1 inh -130, SRC3 inh -131, LRH-1 inv ag -128, TROY NFkB inh -2, CF NFkB inh -26, TWEAK Fn14 block 32 and KKLEB tox -11.
For Cc1ccc(Cn2nnc3c(=O)[nH]c(C4CCN(S(=O)(=O)Cc5ccccc5)CC4)nc32)cc1 the results were Shn3 inh set2 -20, C8 TRAIL sens -23, LMP1 NFkB inh -14, NCOA1 inh -12, SRC3 inh -8, LRH-1 inv ag -10, TROY NFkB inh 25, CF NFkB inh 10, TWEAK Fn14 block 44, COUP-TFII inh 17 and KKLEB tox -1.
`CN1C(=O)C(CC(=O)N2CCN(C(c3ccccc3)c3ccccc3)CC2)N(C)C1=O` (stereo unspecified) gave Shn3 inh set2 -1, C8 TRAIL sens 8, LMP1 NFkB inh 3, NCOA1 inh -2, SRC3 inh -3, LRH-1 inv ag 1, TROY NFkB inh -2, CF NFkB inh 11, TWEAK Fn14 block 5, COUP-TFII inh -14 and KKLEB tox -19.
Screening Cc1cccc(OCCOC(=O)CN2C(=O)NC3(CCCC3)C2=O)c1 returned Shn3 inh set2 -3, C8 TRAIL sens 4, LMP1 NFkB inh -3, NCOA1 inh 3, SRC3 inh -1, LRH-1 inv ag -15, TROY NFkB inh -24, CF NFkB inh 32, TWEAK Fn14 block -5, COUP-TFII inh -10 and KKLEB tox -4.
